CCR6 antag: CCR6 (human) receptor antagonism | P51684 | actives 0.49% (n = 340,000) | AID 493098 | inhibition, % at 20 µM | CHO-K1 CCR6 PathHunter beta-arrestin, luminescence, CCL20-stimulated;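 active = compounds whose inhibition of the agonist-driven luminescence signal at 20 µM reaches about 50%, limit read from the data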;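 note: cells stimulated with CCL20 at 14 nM final; plate controls were DMSO with CCL20 for no effect and DMSO without agonist for full effect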
UBC13 polyUb: human UBC13 polyubiquitination inhibition; P61088; actives 0.47% (n = 330,000); AID 485273; UBC13 polyubiquitin chain formation, TR-FRET; inhibition, % at 20 µM; in the data active = inhibition above about 45%, passing the limit was not always enough
SENP8 block: SENP8 protease inhibition; Q96LD8; purified SENP8, Z-RLRGG-aminoluciferin cleavage, luminescence; inhibition, % at 10 µM; actives 1.2% (n = 330,000); AID 2540
697 NFkB inh: lowers PMA/ionomycin-induced NF-kB signal in 697 B cells; 697 B-cell NF-kB luciferase reporter, 16 h; inhibition, % at 4 µM; actives 0.33% (n = 330,000); AID 435022; in the data active = inhibition above about 35%
Apaf1 inhib: blocks human Apaf-1 apoptosome activity | O14727 | actives 0.71% (n = 330,000) | reconstituted apoptosome caspase-3 activity, DEVD-Rh110 fluorescence | inhibition, % at 20 µM; active = inhibition of at least 40% at 20 µM;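 note: plate controls were DMSO wells for no effect and DEVD-CHO caspase inhibitor wells for full effect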
Target sequence (O14727 whole entry, looked up): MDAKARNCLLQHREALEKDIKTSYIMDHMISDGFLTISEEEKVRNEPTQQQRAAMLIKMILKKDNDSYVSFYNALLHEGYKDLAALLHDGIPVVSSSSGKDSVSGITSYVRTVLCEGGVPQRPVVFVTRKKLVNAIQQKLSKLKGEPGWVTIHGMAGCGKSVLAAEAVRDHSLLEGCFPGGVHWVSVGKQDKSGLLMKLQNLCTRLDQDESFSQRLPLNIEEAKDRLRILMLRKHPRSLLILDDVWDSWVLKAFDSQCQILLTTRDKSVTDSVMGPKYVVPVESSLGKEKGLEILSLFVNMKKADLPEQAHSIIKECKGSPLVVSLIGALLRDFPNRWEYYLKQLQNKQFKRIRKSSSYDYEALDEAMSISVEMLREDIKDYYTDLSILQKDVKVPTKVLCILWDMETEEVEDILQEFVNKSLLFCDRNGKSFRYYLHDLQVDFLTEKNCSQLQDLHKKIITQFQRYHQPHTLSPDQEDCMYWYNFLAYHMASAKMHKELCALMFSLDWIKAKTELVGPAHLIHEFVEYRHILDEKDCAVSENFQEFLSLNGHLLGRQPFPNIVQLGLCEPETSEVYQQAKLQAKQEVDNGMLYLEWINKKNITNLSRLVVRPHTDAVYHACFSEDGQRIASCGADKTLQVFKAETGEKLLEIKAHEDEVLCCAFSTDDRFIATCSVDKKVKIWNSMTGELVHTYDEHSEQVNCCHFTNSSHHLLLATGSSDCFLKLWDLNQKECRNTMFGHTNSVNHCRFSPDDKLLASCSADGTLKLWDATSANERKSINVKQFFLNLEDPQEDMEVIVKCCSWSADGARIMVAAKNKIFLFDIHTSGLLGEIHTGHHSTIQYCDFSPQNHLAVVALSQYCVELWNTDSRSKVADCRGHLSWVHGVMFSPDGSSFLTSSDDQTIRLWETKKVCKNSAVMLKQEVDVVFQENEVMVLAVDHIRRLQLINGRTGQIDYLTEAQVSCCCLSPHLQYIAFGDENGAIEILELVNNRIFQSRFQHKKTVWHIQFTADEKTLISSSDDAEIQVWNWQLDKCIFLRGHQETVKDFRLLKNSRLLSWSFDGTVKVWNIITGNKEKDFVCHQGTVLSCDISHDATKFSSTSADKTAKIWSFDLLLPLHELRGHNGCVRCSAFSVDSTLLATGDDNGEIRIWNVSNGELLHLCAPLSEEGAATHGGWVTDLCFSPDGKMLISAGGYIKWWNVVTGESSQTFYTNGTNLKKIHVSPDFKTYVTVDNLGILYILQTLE
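System: reconstituted apoptosome with Apaf-1, cytochrome c, caspase-9, procaspase-3, dATP; Signal: Rh110 fluorescence intensity; Schedule: 30 min compound preincubation, 50 min activation, room temperature; Reagent: cytochrome c trigger plus (Z-DEVD)2-Rh110 caspase-3 substrate.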
EBI2 block: antagonists of human EBI2 receptor. inhibition, % at 5 µM. EBI2 beta-arrestin recruitment, luminescence, 7a,25-OHC stimulated. actives 0.81% (n = 360,000). AID 651636; in the data active = inhibition above about 38%;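 note: enzyme fragment complementation signal reports receptor beta-arrestin coupling in cells; 0% = agonist plus DMSO wells and 100% = wells without agonist; some results beyond the cut were filed as inactive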
Jurkat NFkB inh: inhibitors of the PMA/ionomycin-induced NF-kB reporter in Jurkat cells; PMA/ionomycin-induced NF-kB luciferase reporter, luminescence; inhibition, % at 4 µM; actives 0.53% (n = 330,000); AID 435003
Gli-Sufu block: Gli-Sufu pathway antagonism | Sufu-KO-LIGHT fibroblasts, Gli luciferase reporter luminescence | inhibition, % at 5 µM | actives 0.74% (n = 340,000) | AID 588413;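 active = inhibition above about 55%, limit read from the data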;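 note: 0% = DMSO-treated cells and 100% = wells with medium but no cells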
The depositor's hits bear a star. Cut-off read from the data, not from the text of the source, unless noted: active = inhibition above about 50%; inactive = the rest. An excerpt. The share of hits here may be higher or lower than overall.

SMILES	CCR6 antag	UBC13 polyUb	SENP8 block	697 NFkB inh	Apaf1 inhib	EBI2 block	Jurkat NFkB inh	Gli-Sufu block
COC(=O)[C@@]12CCCCN1[C@H](c1ccc(-c3ccc(C(C)=O)cc3)cc1)[C@@H]1C(=O)N(C)C(=O)[C@@H]12	16	5	-8	-36	30	3	0	3
CN(CC(=O)NC1CCCCC1)S(=O)(=O)c1cccc2cccnc12	-4	-1	-10	5	5	-4	7	2
O=C(O)c1cccc(S(=O)(=O)Nc2ccccc2Cl)c1	5	-8	5	14	9	4	-6	-2
CCCCNC(=O)Nc1ccc2c(c1)N(C)C(=O)c1ccccc1S2	8	1	1	-20	14	3	-18	4
CCCn1c2ccccc2c2nnc(SCCN3CCOCC3)nc21	3	2	-3	-9	-9	0	-3	10
O=[N+]([O-])c1ccccc1SN(Cc1ccccc1)c1ccccn1	26	-5	1	1	3	4	-2	-8
COc1ccccc1Nc1nc2ccc(C)cc2n2cnnc12	-1	9	-2	-20	22	4	-37	-24
CC(C)CNC(=O)C1CCN(c2ccc(S(=O)(=O)N3CCOCC3)cc2Cl)CC1	2	9	2	3	-14	-20	16	5
CC(C)C1Nc2ccc(C(=O)NCc3ccco3)cc2NC1=O (centres undefined)	-1	-2	-2	19	-1	0	-13	-10
COC(=O)[C@@H]1C[C@H]2CC[C@H](O)C[C@H]2N1Cc1ccc(C)s1	2	0	2	23	-4	9	11	0
Cc1ccccc1C(=O)NC(CC(C)C)C(=O)OCc1cc(=O)n2cc(Br)ccc2n1 (centres undefined)	-4	1	-6	-29	14	2	-51	-16
O=C(c1ccccc1)c1ccc(C(=O)N2CCN(c3ccc(F)cc3)CC2)o1	10	-2	-4	8	17	-5	-3	10
C=CCOc1cccc(/C=N/NC(=O)C(=O)NCc2ccco2)c1	-15	-1	3	18	-10	1	3	-21
CNC(=O)N1CCN(C(=O)NC)CC1	0	9	1	27	-20	-2	8	3
CC(C)Oc1cccc(C(=O)C2CCCN(C(=O)c3ccsc3)C2)c1 (centres undefined)	12	-3	-3	-4	-7	8	-10	2
Cn1c(=O)c2c(nc(NCc3cccnc3)n2Cc2ccccc2Cl)n(C)c1=O	1	6	0	15	-3	0	8	12
CC(Sc1nc2ccccc2n1C)C(=O)Nc1ccc(N2CCOCC2)cc1 (centres undefined)	8	-4	-5	-12	8	4	6	-2
Cc1cc(C(=O)CSc2n[nH]c(N)n2)c(C)n1-c1ccc2c(c1)OCO2	4	-5	2	6	4	-12	8	10
COCCNC(=O)C(=O)Nc1ccc(Br)cc1	-10	-4	-5	-15	-10	-10	-8	-34
COc1ccc(N2CCN(C(=O)c3cc4c(C)nc5ccccc5c4o3)CC2)cc1	2	1	-3	-24	21	54*	-13	6
N#C/C(=C\C=C\c1ccccc1[N+](=O)[O-])c1nc(-c2ccc3c(c2)OCO3)cs1	-2	-58	3	12	-22	7	2	12
COC(=O)c1ccc(C(=O)N2CCCC(Nc3ccc(F)c(F)c3)C2)cc1 (centres undefined)	14	-3	-5	-15	5	-1	-1	5
O=C(CCC1CCCC1)NCCS(=O)(=O)N1CCN(c2ccccc2)CC1	5	-5	1	-3	6	9	15	-3
COCc1nnc(NC(=O)C2CC(=O)N(C3CCCCC3)C2)s1 (centres undefined)	-6	0	-8	-9	3	13	0	8

7 entries from above, with two lines to a compound.
Values in the order: CCR6 antag	UBC13 polyUb	SENP8 block	697 NFkB inh	Apaf1 inhib	EBI2 block	Jurkat NFkB inh	Gli-Sufu block
- Cc1cc(C(=O)CSc2n[nH]c(N)n2)c(C)n1-c1ccc2c(c1)OCO2
    4	-5	2	6	4	-12	8	10
- Cn1c(=O)c2c(nc(NCc3cccnc3)n2Cc2ccccc2Cl)n(C)c1=O
    1	6	0	15	-3	0	8	12
- N#C/C(=C\C=C\c1ccccc1[N+](=O)[O-])c1nc(-c2ccc3c(c2)OCO3)cs1
    -2	-58	3	12	-22	7	2	12
- COc1ccc(N2CCN(C(=O)c3cc4c(C)nc5ccccc5c4o3)CC2)cc1
    2	1	-3	-24	21	54*	-13	6
- COCc1nnc(NC(=O)C2CC(=O)N(C3CCCCC3)C2)s1 (centres undefined)
    -6	0	-8	-9	3	13	0	8
- CC(Sc1nc2ccccc2n1C)C(=O)Nc1ccc(N2CCOCC2)cc1 (centres undefined)
    8	-4	-5	-12	8	4	6	-2
- COCCNC(=O)C(=O)Nc1ccc(Br)cc1
    -10	-4	-5	-15	-10	-10	-8	-34

The listing continues.
SMILES	CCR6 antag	UBC13 polyUb	SENP8 block	697 NFkB inh	Apaf1 inhib	EBI2 block	Jurkat NFkB inh	Gli-Sufu block
C=CCN1C(=O)/C(=C/c2ccc(OCC(=O)O)cc2)S/C1=N/c1nccs1	15	-4	8	-2	1	4	10	4
COCCNC(=O)c1ccc(CS(=O)(=O)c2cccc(C(F)(F)F)c2)o1	17	4	4	4	-2	-8	-3	33
NC(=O)C1CC(=O)N(c2ccc(OCc3ccccc3Cl)cc2)C1 (centres undefined)	3	5	-13	-7	8	4	-17	-17
CC(C)CN(CC(C)C)C(=O)CS(=O)(=O)Cc1ccccc1	-2	2	0	13	-18	2	-1	9
O=C(OCC(=O)N1CCc2ccccc21)C1CCCN1S(=O)(=O)c1ccc(Cl)cc1 (centres undefined)	0	-1	-14	2	33	3	-6	-12
O=C(Nc1cccc(Br)c1)c1cc(=O)c2ccccc2o1	10	-3	-5	2	4	-7	-3	-3
Cc1ccc(NC(=O)CN2C(=O)COc3ccc(S(=O)(=O)N4CCCC4)cc32)c(C)c1	5	2	2	0	-6	-2	11	-8
COc1ccc(S(=O)(=O)N2CCC(C(=O)N3CCCC3)CC2)cc1	-15	8	-3	18	-18	5	23	-2
CCN1CCN(S(=O)(=O)c2ccc(C(=O)Nc3sc4c(c3C(N)=O)CCN(CC)C4)cc2)CC1	16	-20	8	12	-13	9	3	14
NC(=O)c1ccc(Oc2ccc(Cl)cc2)c([N+](=O)[O-])c1	14	-2	-6	-22	-20	-4	16	1
Cc1occc1-c1n[nH]c(=S)n1-c1ccccc1	-9	6	-7	10	1	-8	11	-2
O=C(CCNC(=O)c1ccc(Cl)cc1)Nc1c(F)c(F)cc(F)c1F	4	-8	-12	9	-6	-3	-6	2
COC(=O)C(C#N)C(=C1C(=O)CC(C)(C)CC1=O)c1ccc(O)cc1 (centres undefined)	0	0	-14	17	10	-3	-13	5
O=C(CSCc1ccccc1)Nc1ccc(F)c(F)c1	4	-8	-12	2	9	2	-39	-7
Cc1ccc(CS(=O)Cc2ccc(C(=O)NCC(C)c3ccccc3)o2)cc1 (centres undefined)	13	-4	3	-8	2	26	6	-6
O/N=C1/CCc2nonc2/C1=N/O	2	-10	-6	-17	3	0	-5	-2
CCc1ccc(NC(=O)/C(C#N)=C/c2cc3ccc(C)cc3nc2N2CCOCC2)cc1	-17	-5	2	-1	23	11	-4	12
CN1C=CC=C/C1=C1/N=C(c2ccccc2)OC1=O	14	-13	-13	3	11	-2	-2	0
Cc1nn(CC(=O)c2ccc3c(c2)OCCO3)c(=O)c(C#N)c1C	-3	9	-4	8	4	7	15	4
CCOC(=O)c1nc(C)n(-c2ccc(Cl)cc2Cl)n1	11	5	2	9	-6	-1	1	1
CCOc1ccc(NC(=O)COC(=O)Cn2cnnn2)cc1OCC	-4	-6	-5	5	0	4	24	-23
CCOC(=O)c1cccc(-c2ccc(C=O)o2)c1	-3	-5	1	-4	4	-12	-14	-6
Cc1cc(C(=O)N/N=C/c2ccncc2)c(C)o1	-1	-2	-12	2	-20	-18	-19	-4
Cc1cc(C(=O)CN2C(=O)NC(C)(c3ccccc3)C2=O)c(C)n1CC1CCCO1 (centres undefined)	-5	-5	2	1	-3	-12	3	-4
Cc1ccc2oc(C(=O)N(Cc3ccc(N(C)C)cc3)CC3CCCO3)c(C)c2c1 (centres undefined)	32	10	-2	5	21	14	4	10
Cc1onc(-c2ccccc2Cl)c1C(=O)NCc1cccnc1	-4	-11	-4	-1	-5	-1	-9	5
CCc1ccccc1N(CC(=O)NCCc1ccccc1)C(=O)CCC(=O)Nc1ccccn1	-9	3	-5	5	23	4	-10	6
CCOC(=O)c1cc(=O)n2nc(-c3ccccc3F)nc2s1	-2	2	-5	8	0	-2	4	7
Cc1cc(Cl)ccc1OC(C)C(=O)NC(C)C1CCCO1 (centres undefined)	7	-3	-7	-1	0	6	-6	-2
O=C(C[n+]1cc(-c2ccccc2)n2c1CCC2)Nc1nc(-c2ccc(F)cc2)cs1	3	17	2	-11	19	1	-7	15
CN(c1ccccc1)c1ccc(/C=N/N2CCOCC2)cc1	6	2	34	-201	-3	-7	-123	-107
COc1cc2cc(C(=O)O)[nH]c2c(OC)c1OC	-9	5	4	13	-7	-13	-5	-2
Nc1nc2c(nc(Br)n2[C@@H]2O[C@@H]3COP(=O)(O)O[C@H]3[C@H]2O)c(=O)[nH]1	8	-13	0	12	3	2	-2	-5
CCN(C(=O)COc1cc(=O)n(CC)c2ccccc12)c1cc(Cl)ccc1OC	9	5	-7	-23	-22	6	0	14
O=C(O)c1cccc(N2C(=O)c3ccc4c5c(ccc(c35)C2=O)C(=O)N(c2cccc(C(=O)O)c2)C4=O)c1	20	-50	1	12	4	-20	-1	-5
CC(=O)c1ccc(N2CCN(C(=O)c3ccc(Cn4c(=S)[nH]c5ccc(N6CCOCC6)cc5c4=O)cc3)CC2)cc1	-5	21	5	-85	2	9	-7	-2
CC(C)(O)CC[C@@H](O)[C@](C)(O)[C@H]1CC[C@@]2(O)C3=CC(=O)[C@@H]4C[C@@H](O)[C@@H](O)C[C@]4(C)[C@H]3CC[C@]12C	-2	7	3	26	-1	-4	1	-4
CCOc1ccc(CCNC(=O)COC(=O)Cn2cnc3c2c(=O)n(C)c(=O)n3C)cc1OCC	-3	-2	-6	4	2	-7	-8	-5
COc1ccc(/C=C2\CCCc3c2nc2ccc(C)cc2c3C(=O)O)cc1O	9	-4	-5	-6	-4	-7	-7	3
COc1ccccc1CN(CC(=O)NCc1ccc(F)cc1)C(=O)c1csnn1	5	0	0	17	6	6	5	10
COc1ncnc(OC)c1NC(=O)c1ccc(F)cc1	11	-2	2	11	-3	-2	2	-4
CCCCOc1ccc(CSc2nnc(C)n2N)cc1[N+](=O)[O-]	3	5	-5	8	1	-5	-1	-8
COc1ccc2nc(C)c3c(c2c1)OC(C)C3 (centres undefined)	12	-5	-7	-8	1	-9	1	-4
Cc1cc(OC(=O)c2cccc(F)c2)c([N+](=O)[O-])c(=O)[nH]1	-3	-2	-3	17	1	-2	7	3
CC(CN1CCN(C)CC1)OC(=O)c1ccccc1Cl (centres undefined)	5	3	-4	4	4	1	-5	2
CCNc1cc(N2CCN(S(=O)(=O)c3ccc4c(c3)CCCC4)CC2)ccc1[N+](=O)[O-]	9	-4	-1	-24	4	0	-1	11
CC(=O)NC(CC(=O)OC(C)C(=O)Nc1ccc(Cl)cn1)c1ccccc1 (centres undefined)	-11	-7	0	12	0	-4	16	-13
CCOc1cnc(C(=O)NNC(=O)c2ccccc2Br)o1	5	4	-4	1	-15	1	0	-1
O=[N+]([O-])c1cc(Cl)ccc1-c1nc(-c2ccncc2)no1	-18	2	13	-33	-3	-15	-28	0
O=C1C2CC=CCC2C(=O)N1c1ccc(OCC(O)Cn2nnc3ccccc32)cc1 (centres undefined)	3	6	0	-11	3	3	8	12
CCCOC(=S)N/C(=N\S(=O)(=O)c1ccccc1)c1ccccc1	-8	-5	3	-9	-10	-2	-4	1
Cc1ccc(O)c(NC(=O)c2ccc3c(c2)C(=O)N(Cc2cccnc2)C3=O)c1	-7	5	39	-8	-4	-3	11	-1
COc1cc2c(cc1OC)C1=NC(=O)CN1C(SCc1ccc(C)cc1)=N2	-3	8	-9	-7	-4	2	17	20
S=C(NCc1ccco1)N/N=C/c1ccccc1Cl	25	0	-5	-25	3	18	7	-5
COC(=O)c1cc2c(s1)-c1ccccc1CC2	17	12	-11	-6	9	-8	-19	-6
CC(C)(C)C(=O)NCCc1nc2ccccc2n1CC(=O)c1ccccc1	-1	4	12	7	1	10	-10	1
NS(=O)(=O)c1cccc(NC(=O)CSc2nn(-c3ccccc3)c(=S)s2)c1	6	-3	-6	12	4	3	2	5

Source: PubChem BioAssay (Sanford-Burnham Center for Chemical Genomics)
